Kir21 block: inhibitors of mouse Kir2.1 inward-rectifier potassium channel. Inward rectifier potassium channel 2 (Mus musculus), P35561. HEK293-Kir2.1, FluxOR thallium flux fluorescence; active compounds read low. 310,000 compounds, 0.85% hits. B-score at 10 µM;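 active = fluorescence ratio B-score at or below minus 3 SD of library scores, with starting-brightness B-score within 2 SD, cut at about -4.2 in these data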;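 note: channel flux triggered by added potassium and thallium sulfate stimulus; B-score of peak minus minimum fluorescence over baseline after thallium stimulus; more negative B-score means stronger Kir2.1 block with less thallium influx; some compounds called inactive have numbers as strong as hits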
Target sequence (P35561 whole entry, looked up): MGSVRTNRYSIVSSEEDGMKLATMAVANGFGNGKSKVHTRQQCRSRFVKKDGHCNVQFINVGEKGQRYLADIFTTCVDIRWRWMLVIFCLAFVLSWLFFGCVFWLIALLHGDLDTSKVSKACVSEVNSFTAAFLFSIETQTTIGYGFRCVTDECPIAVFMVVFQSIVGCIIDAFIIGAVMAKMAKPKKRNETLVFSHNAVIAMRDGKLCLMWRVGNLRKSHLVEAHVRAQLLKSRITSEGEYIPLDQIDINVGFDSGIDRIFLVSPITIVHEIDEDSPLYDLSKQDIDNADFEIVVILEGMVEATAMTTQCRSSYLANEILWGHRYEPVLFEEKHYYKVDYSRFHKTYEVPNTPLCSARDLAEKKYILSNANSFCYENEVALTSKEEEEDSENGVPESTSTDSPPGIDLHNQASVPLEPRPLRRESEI
CHT inh: inhibitors of human choline transporter CHT. 310,000 compounds, 0.86% hits. B-score at 10 µM. High affinity choline transporter 1 (Homo sapiens), Q9GZV3. CHT-expressing cells, membrane potential dye, choline response; active compounds read low;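 active = B-score over 3 SD under the library average, and starting fluorescence ratio not unusually high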;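 note: choline stimulus applied at its EC90 after an EC20 pre-addition; B-score computed on integrated fluorescence ratio after choline addition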
Target sequence (Q9GZV3 whole entry, looked up): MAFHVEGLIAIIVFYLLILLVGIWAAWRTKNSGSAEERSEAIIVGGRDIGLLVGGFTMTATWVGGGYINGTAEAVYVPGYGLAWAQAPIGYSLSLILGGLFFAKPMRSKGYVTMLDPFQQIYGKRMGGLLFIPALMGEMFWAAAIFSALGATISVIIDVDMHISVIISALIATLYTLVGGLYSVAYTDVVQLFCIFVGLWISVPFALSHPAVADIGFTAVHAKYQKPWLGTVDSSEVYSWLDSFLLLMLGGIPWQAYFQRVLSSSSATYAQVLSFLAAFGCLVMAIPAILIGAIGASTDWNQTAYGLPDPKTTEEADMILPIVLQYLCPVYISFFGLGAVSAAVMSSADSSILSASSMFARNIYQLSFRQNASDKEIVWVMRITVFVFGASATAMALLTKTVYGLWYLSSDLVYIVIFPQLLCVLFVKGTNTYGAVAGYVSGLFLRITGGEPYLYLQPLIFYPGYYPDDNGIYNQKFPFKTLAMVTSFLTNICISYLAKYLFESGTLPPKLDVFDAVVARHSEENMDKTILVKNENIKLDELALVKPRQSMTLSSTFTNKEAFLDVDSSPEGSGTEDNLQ
An asterisk follows results filed as active; i = inactive; . = not tested or not shown; & = joins results of further samples.

Order of results – Kir21 block	CHT inh
Brc1ccc(Cn2c(-c3ccc(Br)o3)nc3ccccc32)o1
→ 2.5	.
CC1Cc2ccccc2N1c1nc(C2CC2)nc2c1nnn2Cc1ccccc1 (stereo not given)
→ -1.9	i
Nc1nc2ccccc2n1CCOc1ccc(Cl)cc1
→ -1.1	i
Cc1ccc2c(c1)CCCN2C(=O)C1CCCO1 (stereo not given)
→ 0.17	i
COCCN(C(=O)COC(=O)c1cc2ccccc2cc1O)c1c(N)n(Cc2ccccc2)c(=O)[nH]c1=O
→ 0.97	i
O=C(COc1nncc2ccccc12)NCCC1=CCCCC1
→ -2.2	i
CCOC(=O)CSc1nc(C2CC2)nc2ccccc12
→ -0.78	i
CSc1nnc(-c2ccccc2Cl)o1
→ -1.6	i
Cc1ccc(-n2nc(-c3cccnc3)cc2C(=O)N2CCOCC2)c(C)c1
→ -0.75	i
CCOc1cc2[nH]c(=S)n(CCC(=O)N3CCc4ccccc4C3)c(=O)c2cc1OCC
→ 1.1	i
CCCCNc1nc2c(S(=O)(=O)c3ccccc3)nnn2c2ccccc12
→ 1.4	i
O=C(COC(=O)c1ccccc1NCCO)NNC(=O)c1cccs1
→ -0.55	i
CC1SC(c2ccccc2)N(CC(O)c2ccc([N+](=O)[O-])cc2)C1=O (stereo not given)
→ -0.9	i
O=S(=O)(Nc1cccc(-c2nnco2)c1)c1ccc(F)cc1F
→ -0.01	i
O=C(NC1=NCCS1)c1cc(Cl)ccc1Cl
→ -0.95	i
CC(=O)c1c(C)[nH]c(C(=O)Nc2cc(F)ccc2C)c1C
→ 0.99	i
Cc1cccc(NC(=O)N2C3CCCC2CC(NC(=O)C2CC2)C3)c1 (stereo not given)
→ 1.6	i
C/C(=N/O)c1cc(C(C)(C)C)c(O)c(C(C)(C)C)c1
→ 0.04	i
Cc1ccc(NC(=O)Cn2nnc(-c3ccc4c(c3)OCO4)n2)cc1F
→ -0.1	i
COC(=O)c1ccccc1NC(NC(=O)c1ccco1)C(=O)c1ccc(C)cc1 (stereo not given)
→ -0.39	i
C[C@H]1C[C@H]2[C@@H]3CCC4=CC(=O)C=C[C@]4(C)[C@@]3(Cl)[C@@H](O)C[C@]2(C)[C@@]1(O)C(=O)CO
→ -0.5	i
C=CCC(NCc1ccccc1)c1ccco1 (stereo not given)
→ 0.88	i
CCS(=O)(=O)n1nc(-c2ccc(C)cc2)nc1N
→ 1.8	i
CCNC(=S)NNC(=O)c1cccnc1
→ -0.87	i
CC(C#N)Sc1ncnc2sc3c(c12)CCC3 (stereo not given)
→ 0.04	i
COC(=O)CCCCCc1ccc(C(C)=O)s1
→ -1.2	i
CC(C)NC(=O)C1CCN(C2CCN(C(=O)c3scc4c3CCCC4)CC2)CC1
→ -0.66	i
O=C(O)c1cccc(COc2ccc3c(c2)CCC3)c1
→ 0.6	i
N#CCn1cc(/C=N/NC(=O)c2cc3c(ccc4ccccc43)o2)c2ccccc21
→ -2	i
CCN1C(=O)C2(C(C#N)=C(N)Oc3c2c(C)nn3-c2ccccc2)c2ccccc21 (stereo not given)
→ -0.17	i
O=C1C2C3CC(C2C(=O)N1c1cccc(Cl)c1)[C@H](O)C3O (stereo not given in full)
→ 1.6	i
CC(C)(C)C(=O)Nc1ccc(N2CCCC2)cc1
→ -0.14	i
Cc1ccc(CCNC(=O)C2CCN(S(=O)(=O)c3ccc4nc5c(c(C(=O)O)c4c3)CCCC5)CC2)cc1
→ 0.34	i
Cc1c(NC(=O)CSc2nncn2-c2ccccc2)c(=O)n(-c2ccccc2)n1C
→ 0.03	i
O=C(CNC(=O)c1ccc(OC(F)F)cc1)NCc1ccccn1
→ 0.98	i
Cc1cc(C)[n+]2n1C(=O)C(c1ccccc1)=C2[O-]
→ 1.1&-1.1	i
O=C(N/N=C/c1cccs1)/C(=C/c1ccccc1)NC(=O)c1ccccc1
→ -0.67	i
O=C(COC(=O)CCC(=O)c1cccs1)NC(=O)c1ccc(OC(F)F)cc1
→ 0.91	i
CCCCOCP(=O)(CC)COCCCC
→ 0.56	i
CC(C)Nc1nc(NC(C)C)nc(SCCOC(=O)Nc2ccc(Cl)cc2Cl)n1
→ -0.18	i

Whole records as entered above.
Cc1c(NC(=O)CSc2nncn2-c2ccccc2)c(=O)n(-c2ccccc2)n1C across the screens: Kir21 block = 0.03; CHT inh = i
C/C(=N/O)c1cc(C(C)(C)C)c(O)c(C(C)(C)C)c1 across the screens: Kir21 block = 0.04; CHT inh = i
O=C(COC(=O)CCC(=O)c1cccs1)NC(=O)c1ccc(OC(F)F)cc1 across the screens: Kir21 block = 0.91; CHT inh = i

(cont.)
Order of results – Kir21 block	CHT inh
O=C(CN1C(=O)c2ccccc2S1(=O)=O)NC1CC2CCC1C2 (stereo not given)
→ -0.32	i
Cc1ccc(S(=O)(=O)C(CCC(=O)c2ccc(Cl)cc2)C(N)=O)cc1 (stereo not given)
→ -2.1	i
O=S(=O)(Nc1ncn[nH]1)c1ccc(Cl)cc1
→ 0.58	i
Cc1cccc(NC(=O)CNC(=O)N2CC(=O)Nc3ccccc32)c1C
→ -0.09	i
CC(NC(=O)c1ccc(-c2cc(C(F)(F)F)ccc2Cl)o1)c1ccccc1 (stereo not given)
→ 1.9	i
COc1ccc(CCNC(=O)COc2ccc(S(=O)(=O)NCC(C)C)cc2Cl)cc1OC
→ -0.96	i
CCC1Sc2ccc(S(=O)(=O)CCC(=O)N3CCc4ccccc43)cc2NC1=O (stereo not given)
→ -0.99	i
CCCCCCCOc1ccc(OC(=O)c2ccncc2)cc1
→ 1.1	i
COc1cc(C(=O)NC(C)Cc2cccs2)cc(OC)c1OC (stereo not given)
→ -0.17	i
CCOC(=O)CCn1nc(-c2ccc(C)cc2)c2ccccc2c1=O
→ -2.4	i
Cc1occc1C(=O)N/N=C/c1c(O)ccc2ccccc12
→ 0.85	i
NS(=O)(=O)c1ccc(NC(=O)c2cc(=O)c3ccccc3o2)cc1
→ 0.63	i
CSc1nnc(-c2ccc(F)cc2)o1
→ -0.59	i
CC1Cc2ccccc2N1C(=O)COC(=O)CSc1ccc(F)cc1 (stereo not given)
→ 3.1	i
O=C(Cn1cnnn1)NCc1ccccc1
→ -1.8	i
COc1ccc(NC(=O)c2cc([N+](=O)[O-])ccc2N2CCN(C)CC2)cc1
→ 2.8	i
O=C(CCc1nnc(CCCc2ccccc2)o1)NCC(F)(F)F
→ 0.71	i
COc1ccccc1/C=N/n1nnnc1N
→ 0.34	i
N#C/C(=N\Nc1ccc(Cl)cc1)C(=N)N1CCCCCC1
→ 0.12	i
O=C(c1ccc([N+](=O)[O-])cc1)N1CCC(n2nnc3cc(F)ccc32)CC1
→ -0.03	i
COc1ccc(Br)cc1C(=O)Nc1ccc(C(=O)O)cc1
→ 0.04	i
CCN1C(=O)CSC1=NC12CC3CC(CC(C3)C1)C2
→ -1.4	i
Cc1ccc(S(=O)(=O)C2(C(=O)Nc3cccc(F)c3)CC2)cc1
→ -0.95	i
C[C@H](NC(=O)OCc1ccccc1)c1nnc([C@H](C)NC(=O)OCc2ccccc2)o1
→ -0.28	i
Cc1cc(C)cc(OC(=O)N2CCOCC2)c1
→ 0.63	i
CCOc1ccc(NS(=O)(=O)c2ccc(NC(=S)NC(=O)C(C)C)cc2)cc1
→ 1.9	i
O=C1Nc2ccc(Cl)cc2C12OCCCO2
→ -0.16	i
C[C@H](NC(=O)c1nc[nH]c1C(=O)N1CCN(C(=O)OC(C)(C)C)CC1)C(=O)OC(C)(C)C
→ .	i
S=C(NCc1ccccc1)Nc1ccc(Oc2ccccc2)cc1
→ -0.1	i
CN(CC(=O)Nc1ccccc1Cl)C(=O)COc1cccc2c1OC(C)(C)C2
→ 0.28	i
COC(=O)c1cn[nH]c1NC(=S)Nc1ccc(Cl)c(Cl)c1
→ 0.46	i
O=C(Cn1cnc2cc([N+](=O)[O-])ccc2c1=O)Nc1cccc(S(=O)(=O)N2CCOCC2)c1
→ 0.68	i
S=C(NCc1ccccc1)N1CCn2cccc2C1c1ccncc1 (stereo not given)
→ -2.5	i
C=CCNc1sc(C(=O)c2ccc(Br)s2)c(N)c1C#N
→ -0.9	i
O=C(CN1CCCC1=O)NC1CCCc2c1cnn2-c1cc(F)cc(F)c1 (stereo not given)
→ -0.01	i
CCn1c(=N)n(CC(=O)c2ccc(Br)s2)c2ccccc21
→ -0.67	i
C=CCNC(=S)NNC(=O)CCC(O)COCCC(C)C (stereo not given)
→ -0.02	i
COCCn1c(SCC(=O)NC(=O)NC(C)C)nc2ccccc21
→ -4.6	i
COc1ccccc1NS(=O)(=O)c1cc(C(=O)NCC(c2cccs2)N2CCOCC2)ccc1C (stereo not given)
→ 0.79	i
COc1cccc2c1OCC([C@@H]1C[C@H]3CN(Cc4cccc(Cl)c4)C(=O)[C@]34CCCN14)=C2
→ 0.36	i

Continued.
compound,Kir21 block,CHT inh
COc1ccc(NC(=O)C2CCN(S(=O)(=O)c3cccc4nonc34)CC2)cc1,-2.2,i
Cc1cc(=O)oc(C)c1C(=O)Nc1ccc(F)cc1,-1.4,i
COc1ccc2c(c1)OC(O)(C(F)F)CC2=O (stereo not given),-0.5,i
Cc1ccc(Nc2nc(C)cs2)cc1,-0.7,i
COc1cccc(CNC(=O)C(=O)NCCC2CCCCN2S(=O)(=O)c2cccs2)c1 (stereo not given),-1,i
COc1ccc(NC(=O)C(=O)NCCN2CCN(C(=O)C(c3ccccc3)c3ccccc3)CC2)cc1,-1,i
O=C(Cc1ccccc1)N/N=C/c1ccc(OCC(=O)Nc2ccccc2)cc1,-0.04,i
O=C(Nc1ccc(Cl)c(Cl)c1)Nc1ccc([N+](=O)[O-])cn1,-1.5,i
O=[N+]([O-])c1cc(C(F)(F)F)cc([N+](=O)[O-])c1N1CCCNCC1,0.22,-8.8*
COc1ccc(NC(=O)C2CCCN(S(=O)(=O)c3cccc4cccnc34)C2)cc1 (stereo not given),1.9,i
COc1cccc(C(=O)O/N=C(\N)c2ccncc2)c1OC,-0.35,i
COc1ccc(S(=O)(=O)N2CCOC23CCN(S(=O)(=O)c2cccs2)CC3)cc1,-1.4,.
Cc1c(CC(=O)N[C@H](C(=O)O)C(C)C)c(=O)oc2cc3c(cc12)CCC(C)(C)O3,-0.02,i
O=C(NCc1ccco1)c1cnc2ccccn2c1=O,-1.2,i
CC(=O)Nc1ccc(C(=O)OCC(=O)NCc2ccc(Cl)cc2)cc1,0.2,i
CCOC(=O)CSc1nc(-c2ccccc2)nc2c1oc1ccccc12,-1,i
CCCCCN(C(=O)CCC(=O)OCc1cc(C(C)=O)ccc1OC)c1c(N)n(CCCC)c(=O)[nH]c1=O,0.74,i
N#Cc1c(-c2ccc(Cl)cc2)nc2n(c1=O)CCCS2,0.74,i
O=C(O)COc1ccccc1/C=N/NC(=O)CSc1nc2ccccc2c(=O)n1-c1ccc(Cl)cc1,-0.22,i
O=C(NCC(c1cccs1)N1CCOCC1)c1cc(-c2ccccn2)nc2ccccc12 (stereo not given),0.07,i
Fc1cccc(COc2ccccc2C(=S)N2CCCC2)c1,-1.2,i
CC(=O)c1c(N2CCN(C)CC2)[nH]c(-c2ccccc2)nc1=S,-0.03,i
COC(=O)c1ccc(NC(=O)Cn2nc(C)cc2C)cc1,1.7,i
CCSc1nnc(NC(=O)CSc2nc3c(c(=O)n2CC)SC(C)C3)s1 (stereo not given),0.18,i
O=c1c2ccc(Cl)cc2nc2n1CC/C2=C\c1cccc(O)c1,0.64,i
Cc1cc(OCCN2CC(C)OC(C)C2)ccc1[N+](=O)[O-] (stereo not given),-0.34,i
CCOc1cc(CNCCO)c(Cl)cc1OCC(=O)NCCc1ccccc1,-0.24,i
CCOC(=O)C(=O)N/N=C/c1ccc(F)cc1,-0.1,i
COc1cc(/C=C/C(=O)Nc2ccc3[nH]c(=O)[nH]c3c2)cc(OC)c1OC,-0.74,i
CC(C)(C)NC(=O)c1nc2ccccc2s1,0.38,i
Cc1cc[n+](C2=C([O-])c3ccccc3C(=O)/C2=N\S(=O)(=O)c2cccs2)cc1C,-0.53,i
COCc1nc2ccccc2n1Cc1ccccc1C,0.41,i
Cc1nc2ccc(S(=O)(=O)NCC(=O)N3CCc4ccccc4C3)cc2s1,0.98,i
CN(C(=O)c1cc2sccc2n1C)C1CCCCC1,2,i
CN(CC(=O)Nc1nccs1)S(=O)(=O)c1ccc(F)cc1,-0.31,i
Nc1nc(C(=O)N2CCOCC2)nn1S(=O)(=O)c1ccc(Cl)cc1,1.1,i
Cc1nnc(SCc2ccc(C(=O)c3ccc(Cl)cc3)o2)n1-c1ccccc1,-6.2*,i
CCC(=O)N(C)CCc1cc2c(c(OC)c1/C=N/Nc1ccc(C(=O)O)cc1)OCO2,-0.04,i
C=CCN=C1S/C(=C/c2ccc([N+](=O)[O-])cc2)C(=O)N1CC=C,0.75,i

A portion from the list above, for reference:
compound,Kir21 block,CHT inh
Fc1cccc(COc2ccccc2C(=S)N2CCCC2)c1,-1.2,i
CC(=O)c1c(N2CCN(C)CC2)[nH]c(-c2ccccc2)nc1=S,-0.03,i

Screening results deposited in PubChem by Johns Hopkins Ion Channel Center.
